# Source: PubChem BioAssay (National Center for Advancing Translational Sciences (NCATS))
# EPAC1 ag: agonists of human EPAC1; EPAC1 agonist qHTS, biochemical assay; response scale: 100% = response to 6.5 mM cAMP; Potency, µM (series often up to 154 µM), inactives show at the top dose activation, usual class: activators; 0.073% of 360,000 active; also: nearly all actives have a fitted effect of over 60% in size
#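 Multi-concentration qHTS readout: loss of Rap1B-bound BODIPY-GDP fluorescence driven by 100 nM EPAC1 with excess GDP (50 uM), monitored kinetically at room temperature; agonist response expressed relative to 6.5 mM cAMP.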
# EPAC2 ag: agonists of human EPAC2 (RAPGEF4); Q8WZA2; EPAC2 activation, biochemical qHTS; response scale: 100% = 6.5 mM cAMP response; Potency, µM (series often up to 154 µM), for the others: at the top dose activation, most hits filed as activators; 0.079% of 360,000 active; AID 720711; also: nearly all actives have a fitted effect of over 50% in size
# Target sequence (Q8WZA2 whole entry, looked up): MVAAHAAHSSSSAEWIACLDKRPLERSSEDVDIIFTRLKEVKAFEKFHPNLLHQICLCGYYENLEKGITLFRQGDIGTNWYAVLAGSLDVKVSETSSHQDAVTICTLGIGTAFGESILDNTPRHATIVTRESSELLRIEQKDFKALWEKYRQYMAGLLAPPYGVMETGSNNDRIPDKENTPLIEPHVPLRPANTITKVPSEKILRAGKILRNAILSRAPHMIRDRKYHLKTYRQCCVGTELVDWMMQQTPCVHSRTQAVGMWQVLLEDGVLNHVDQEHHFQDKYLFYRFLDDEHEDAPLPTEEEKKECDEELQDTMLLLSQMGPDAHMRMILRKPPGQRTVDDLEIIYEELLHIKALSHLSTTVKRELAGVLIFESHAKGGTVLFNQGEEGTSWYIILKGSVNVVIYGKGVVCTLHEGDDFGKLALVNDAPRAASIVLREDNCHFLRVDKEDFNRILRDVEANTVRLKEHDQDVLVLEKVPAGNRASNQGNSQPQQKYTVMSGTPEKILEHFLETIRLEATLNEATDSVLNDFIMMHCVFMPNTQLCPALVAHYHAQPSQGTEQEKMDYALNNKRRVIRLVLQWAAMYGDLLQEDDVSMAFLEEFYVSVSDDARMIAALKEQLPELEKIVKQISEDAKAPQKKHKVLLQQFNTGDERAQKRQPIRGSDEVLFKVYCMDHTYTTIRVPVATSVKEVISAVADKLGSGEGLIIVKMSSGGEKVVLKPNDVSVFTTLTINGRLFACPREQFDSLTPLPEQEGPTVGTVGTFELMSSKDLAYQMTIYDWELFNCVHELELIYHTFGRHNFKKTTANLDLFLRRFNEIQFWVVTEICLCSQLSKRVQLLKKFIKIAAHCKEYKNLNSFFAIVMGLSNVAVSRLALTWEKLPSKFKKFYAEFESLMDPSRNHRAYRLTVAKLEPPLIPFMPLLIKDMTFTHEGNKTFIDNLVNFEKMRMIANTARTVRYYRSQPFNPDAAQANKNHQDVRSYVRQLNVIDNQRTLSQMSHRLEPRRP
#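 Readout is BODIPY fluorescence (480 nm excitation, 540 nm emission), which falls as labeled GDP is exchanged off Rap1B. EPAC2 at 100 nM acted on 250 nM RAP1B-BODIPY-GDP with 50 uM GDP present.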
# PTHR1 agonist: agonists of human PTHR1 parathyroid hormone receptor | Q03431 | HEK293 GP2 PTHR1 cells, GloSensor cAMP luminescence, 1 h | Potency, µM (titrated, usually from 115 µM), for inactives: at the top dose activation, hits mostly activators | 0.075% of 410,000 active | AID 743266; also: nearly all actives have a fitted effect of over 55% in size; some results filed as inactive show a strong effect at the top dose; inactives centre near -15; many of its hits are not listed in these tables
#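 HEK-293-derived GP2 cells expressing PTHR1 and a GloSensor cAMP reporter, 3,000/well, plated overnight, given luciferin plus IBMX (each 0.5 mM as added) for 1 h at 37 °C, then compound for 1 h at 37 °C. Luminescence was read after 15 min at room temperature.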
# TDP-43 yeast inh: inhibitors of TDP-43 toxicity in yeast; AID 652104; 1.8% of 410,000 active; TDP-43 expressing yeast growth rescue, BacTiter-Glo, 24 h; Potency, µM (series often up to 46.1 µM), for inactives: top-dose growth rescue (activation), usual class: activators; also: % of control where 0% means no effect; nearly all actives have a fitted effect of over 50% in size
#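 Yeast cells expressing TDP-43 under galactose induction are exposed to compounds for 24 hr at 30 deg C. BacTiter-Glo luminescence measures growth, so protective compounds score as activators.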
# aSyn yeast inh: inhibitors of alpha-synuclein toxicity in yeast. 0.14% of 370,000 active. Potency, µM (highest dose often 46.1 µM), for the others: at the highest dose growth rescue (activation), most hits filed as activators. Yeast expressing alpha-synuclein, growth rescue, BacTiter-Glo, 24 h; also: % of control where 0% means no effect; nearly all actives have a fitted effect of over 65% in size
#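 Galactose-induced alpha-syn yeast (OD600=0.02, raffinose-pregrown) + pinned cpd, 24 hr, 30 deg C; growth by BacTiter-Glo luminescence. Growth restoration scores as activation.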
# EPAC2 antagonist: EPAC2 (human) antagonism; EPAC2 GEF exchange of Rap1B-BODIPY-GDP, fluorescence; Potency, µM (top dose mostly 114 µM), for inactives: at the highest dose activity, negative = inhibition, most hits filed as inhibitors; 0.18% of 360,000 active; AID 720708; also: % is scaled to controls: 0 for no effect and ±100 for the full control effect; nearly all actives have a fitted effect of over 45% in size; many of its hits are not listed in these tables
# EPAC1 antag: antagonists of human EPAC1; O95398; AID 720709; EPAC1 GEF assay, Rap1b-BODIPY-GDP exchange fluorescence; 0.14% of 360,000 active; Potency, µM (top dose mostly 115 µM), without a hit: at the highest dose activity change, negative = inhibition, most hits filed as inhibitors;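 also: plate controls were vehicle for no effect and positive control for full effect; nearly all actives have a fitted effect of over 50% in size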
# FUS yeast rescue: FUS proteinopathy suppression in yeast; Potency, µM (titrated, usually from 76.6 µM), inactives show at the highest dose growth rescue (activation), actives largely listed as activators; AID 1347120; 0.24% of 390,000 active; S. cerevisiae FUS-expressing, growth rescue, OD600, 24 h;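 also: plate controls were DMSO vehicle for no effect and reference control for full effect; nearly all actives have a fitted effect of over 55% in size; some results filed as inactive show a strong effect at the top dose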
#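 S. cerevisiae expressing FUS from galactose induction served as the toxicity model. Growth after 24hr at 30C, read as absorbance at 600 nm, indicates suppression of toxicity; compounds dosed at several concentrations.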
# * marks the source's active call; other numbers are inactive results; i = inactive; ? = inconclusive; . = not tested or not shown; [ ] = remark or other dose. Calls follow the shape of the dose curve; as a rule, active = well fitted curve in the direction sought with a large enough effect; inconclusive = small, poorly fitted or top-dose-only effect, or another doubt; inactive = no such curve, though single readings can be large; an effect the other way counts as inactive or inconclusive. Potency is read from the fitted curve at half-maximal effect. A portion of the library; the hit share may differ from the screen's.
SMILES,EPAC1 ag,EPAC2 ag,PTHR1 agonist,TDP-43 yeast inh,aSyn yeast inh,EPAC2 antagonist,EPAC1 antag,FUS yeast rescue
Cc1ccc(C(=O)N2CCCC(C(F)(F)F)C2)cc1S(=O)(=O)N1CCCCC1 (centres undefined),4%,1%,-13%,16%,-10%,0%,8%,12%
CCOC(=O)C1=CC[C@@H](c2ccc(F)cc2)N(S(=O)(=O)c2ccc(C)cc2)[C@H]1c1ccccc1,2%,4%,-41%[inhibitor],17%,8%,-2%,-10%,32%
O=C(Nc1ccc(N2CCOCC2)cc1)c1cccc(-n2cnnc2)c1,-12%,12%,-13%,-15%,-1%,2%,4%,?
CCC(=O)N1CCCC(C)(C(=O)Nc2nccc3ccccc23)C1 (centres undefined),4%,7%,-28%,21%,0%,1%,5%,-12%
O=C(Nc1ccc(N2CCN(C(=O)c3ccco3)CC2)c(Cl)c1)c1cc2ccccc2o1,13%,5%,-17%[57.5 µM],-5%,11%,-2%,12%,21%
O=C(NCc1ccc2c(c1)OCO2)c1ccc(CS(=O)(=O)Cc2cccc(Cl)c2)o1,-2%,-6%,-5%,11%,2%,-3%,-19%,.
COc1ccc(S(=O)(=O)n2nc(OCc3cccs3)cc2N)cc1,-15%,14%,-27%,14%,11%,-13%,-11%,-7%
COC(=O)C1=CN(Cc2ccc(C)cc2)C=C(C(=O)OC)C1c1cc(OC)c(OC)c(OC)c1,0%,5%,-10%,17%,0%,-15%,-7%,42%
O=C(Nc1ccccc1C(=O)NCC1CCCO1)c1ccccc1 (centres undefined),14%,6%,i,0%,-3%,-1%,-2%,13%
CC(=O)Nc1ccc(NC(=O)Nc2cc(C)cc(C)c2)cc1,-7%,4%,-1%,-10%,1%,2%,-8%,-7%
C=CCn1c(SCC(=O)NCCCO)nc2sc3c(c2c1=O)CCC3,4%,6%,-11%,14%,-12%,1%,4%,-31%
Cc1ccc(CNC(=O)c2ccc(NS(=O)(=O)c3c(C)noc3C)cc2)cc1,-3%,-4%,-20%,14%,1%,-6%,-11%,26%
C=CCc1cccc2cc(C(=O)OCC(=O)c3ccccc3)c(=O)oc12,-4%,-5%,i,11%,6%,-1%,-1%,-48%[inhibitor]
c1ccc2sc(SCc3ccc(-c4nnco4)cc3)nc2c1,11%,16%,-17%[57.5 µM],27%,1%,4%,-7%,32%
O=C(NCc1ccccn1)c1cnc2sccn2c1=O,1%,-6%,i,-7%,1%,-1%,-15%,-6%
O=C(Nc1cccnc1)c1ccc(CSc2ccccc2)cc1,-1%,-4%,-10%,21%,7%,9%,-9%,-6%
CC(=O)Nc1ccc(S(=O)(=O)NC(C)c2nc(-c3ccccc3)no2)cc1 (centres undefined),-3%,6%,30%,0%,0%,12%,4%,17%
Cc1cc(Br)ccc1NC(=O)CN(C)C(=O)c1cc(S(=O)(=O)N(C)C)ccc1N1CCCC1,1%,-5%,-5%,17%,7%,-2%,-26%,22%
Cc1cccc(Nc2nccc(N(C)C)c2C#N)c1,2%,1%,i,-2%,0%,5%,8%,-6%
COc1ccc(CO/N=C/c2c(C)[nH]c(=O)[nH]c2=O)cc1,3%,12%,-5%[57.5 µM],17%,3%,5%,-5%,-7%
COC(CN1C(=O)C(O)=C(C(C)=O)C1c1ccccn1)OC (centres undefined),-1%,5%,-23%,-6%,0%,-4%,-2%,16%
CC(NC(=O)c1cc(Br)cs1)C1CCCO1 (centres undefined),-8%,-6%,-8%,-2%,-9%,2%,1%,-12%
Cc1ccc2c(=O)oc(N(C)C)nc2c1,10%,25%,-25%,-23%,-2%,19%,-14%,19%
C=CCSc1nn2c(=O)c3ccccc3nc2s1,18%,-3%,-79%[inhibitor],?,-7%,-2%,-6%,2%
O=C(Nc1ccc(S(=O)(=O)N2CCCCCC2)cc1)c1ccc(Br)o1,5%,11%,-7%[57.5 µM],10%,1%,-5%[57.1 µM],-12%,17%
# (further entries)
SMILES,EPAC1 ag,EPAC2 ag,PTHR1 agonist,TDP-43 yeast inh,aSyn yeast inh,EPAC2 antagonist,EPAC1 antag,FUS yeast rescue
CC(=O)OCC1=C(C(=O)O)N2C(=O)C(NC(=O)C(C)Cn3cc(Cl)cn3)C2SC1 (centres undefined),-1%,8%,-92%[inhibitor],18%,1%,-4%,2%,-21%
O=C(NCc1ccccc1)[C@]1(C(F)(F)F)C[C@H](CCc2ccccc2)CCCO1,-1%,16%,-11%,-2%,-5%,7%,-10%,7%
CN(CCCn1ccc(NC(=O)OCc2ccccc2)nc1=O)Cc1ccco1,-9%,14%,-16%,22%,-2%,12%,-10%,5%
O=[N+]([O-])c1ccccc1S(=O)(=O)Nc1cccc2cccnc12,10%,13%,-30%,?,?,-1%,-8%,3%
O=C(NCC(c1ccco1)N1CCCC1)c1cccc(S(=O)(=O)Nc2ccc(F)cc2)c1 (centres undefined),-6%,-5%,i,12%,3%,-6%,-3%,-3%
COc1ccc(-c2csc(N(Cc3ccco3)C(=O)c3cccs3)n2)cc1,10%,20%,-60%[inhibitor],-8%,-4%,9%,-5%,20%
CCOc1ccccc1CN1CCN(C/C=C/c2ccc(OC)cc2)CC1CCO (centres undefined),-8%,2%,i,5%,1%,3%,-19%,14%
COc1ccc(/C(C)=N\O)cc1OC,1%,6%,i,7%,2%,-3%,1%,1%
CCCCCC(=O)NC(=S)NC1C2CC3CC(C2)CC1C3 (centres undefined),-2%,27%,i,-24%,-10%,-12%,-3%,13%
Cc1nnc(SC(C)C(=O)Nc2ccc3ccccc3c2)n1C (centres undefined),14%,7%,-19%,18%,-5%,0%,-23%,-16%
COC(=O)c1c(NC(=O)C(=O)NCCCN2CCOCC2)sc2c1CCC2,-2%,5%,i,-5%,-1%,-2%,-16%,3%
COc1ccc(NC(=O)C(OC(=O)c2cnccn2)c2ccccc2)cc1Cl (centres undefined),-5%,10%,i,-7%,0%,-2%,-4%,26%
COc1cccc(NC(=O)C2COc3ccccc3O2)c1 (centres undefined),-2%,9%,i,?,-7%,-1%,0%,-18%
COc1cc2c(=O)n(-c3ccc(C)cc3)c(=O)n(CC(=O)c3ccc4c(c3)OCO4)c2cc1OC,-4%,1%,i,12%,-7%,6%,-8%,-27%
COc1ccc(N=Nc2nc(-c3ccccc3)c(-c3ccccc3)[nH]2)cc1,1%,14%,i,?,-2%,-1%,-18%,31%
CN(C)c1cccc(C(=O)OCC(=O)Nc2ccccc2Cl)c1,1%,14%,-18%,3%,0%,-8%,-12%,17%
Cn1c(-c2ccc(F)cc2)cnc1SCC(=O)N1CCCCC1,-4%,2%,-23%[57.5 µM],6%,5%,17%,19%,8%
O=C(Nc1ccccc1)Nc1cccc(NC(=O)Nc2ccccc2)c1F,7%,6%,-6%,-20%,-2%,3%,6%,-24%
CC[C@@H]1Cc2[nH][nH]c(=O)c2[C@H](CC(C)C)O1,-4%,2%,-12%,18%,-12%,11%,-1%,-9%
Cc1cc2c(OCC(O)CN3CCCCC3)cccc2[nH]1 (centres undefined),-9%,-2%,i,-8%,-9%,3%,2%,-7%
CC1(C(=O)NCc2ccccc2)CN(S(C)(=O)=O)CC(=O)N1C1CC1 (centres undefined),10%,11%,-4%,19%,4%,-6%,-4%,-2%
Cc1ccc2[nH]c(C(=O)NN=C3CCCCC3)c(-c3ccccc3)c2c1,10%,8%,i,0%,-5%,-3%,-8%,?
O=C(COC(=O)COc1cccc(C(F)(F)F)c1)NC(=O)NC1CCCCC1,-9%,-16%,-3%,5%,4%,-24%,-8%,21%
CC1CN(c2ccccn2)C(C)CN1C(=S)Nc1ccccc1 (centres undefined),2%,4%,-9%,22%,16%,8%,6%,.
COc1ccc(NC(=O)N[C@@H](CCSC)C(=O)O)cc1Cl,3%,21%,i,-17%,-1%,1%[57.1 µM],2%,7%
# Carrying on.
SMILES,EPAC1 ag,EPAC2 ag,PTHR1 agonist,TDP-43 yeast inh,aSyn yeast inh,EPAC2 antagonist,EPAC1 antag,FUS yeast rescue
Cc1cc(C)c(NC(=O)COC(=O)C2CCN(c3ccc(C(F)(F)F)cn3)CC2)c(Cl)c1,2%,11%,i,8%,13%,-1%,-20%,31%
COCCN1CN=C(Nc2nc3ccccc3s2)NC1,10%,9%,i,15%,-1%,-6%,3%,-24%
COc1ccc(C(=O)OCC(=O)Nc2cc(C)on2)c(OC)c1OC,2%,5%,-9%,12%,-5%,2%,-21%,-1%
Cc1nn(CC(=O)NC(=O)NC2CCCCC2C)c(=O)c(C#N)c1C (centres undefined),-27%,-7%,i,19%,4%,-5%,-2%,25%
COc1ccc(NC(=S)N/C(=N/S(=O)(=O)c2ccc(C)cc2)c2ccccc2)cc1,0%,8%,-25%,16%,-4%,-3%,5%,-38%
CCN(CC)S(=O)(=O)c1ccc(N2CCCC2)c(NC(=O)C2=COCCO2)c1,-7%,7%,i,-14%,0%,4%,-3%,9%
CN1C(=O)/C(=C2/C=Cc3ccccc3N2CCCS(=O)(=O)O)SC1=S,-20%,-5%,i,-29%,-24%,?,?,.
COc1ccc(OC)c(NC(=O)C2C(C(=O)O)C3(Cl)C(Cl)=C(Cl)C2(Cl)C3(Cl)Cl)c1 (centres undefined),2%,6%,-8%,-11%,2%,-7%,3%,?
CCn1c(CCNC(=O)c2cccs2)nnc1SCC(=O)Nc1ccc(Cl)cc1,-4%,-1%,22%[57.5 µM],-11%,-4%,15%[57.1 µM],14%,24%
CC(=O)NC1C(=O)N=C(SCC(=O)NCc2ccccc2)NC1=O (centres undefined),10%,6%,i,-10%,3%,-1%,-16%,3%
CC1CC(=O)Nc2ccccc2N1C(=O)Nc1ccccc1 (centres undefined),13%,0%,i,8%,8%,5%,18%,10%
